Screening data (PubChem BioAssay)
tim23-1 inh – growth inhibitors of tim23-1 mutant yeast | S. cerevisiae tim23-1 growth, BacTiter-Glo luminescence, 24 h | inhibition, % at 20 µM | 1.3% of 330,000 active | AID 463212;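 active = growth inhibition of the mutant yeast at or above 50%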;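 also: temperature-sensitive mutant grown at 25 °C; plate controls were DMSO-treated mutant yeast for no effect and medium wells lacking yeast for full effect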
Mdm2-MdmX inh – inhibitors of human Mdm2/MdmX interaction; O15151+Q00987; SaOS-2 split-luciferase Mdm2/MdmX complementation, luminescence; inhibition, % at 8 µM; 3% of 330,000 active; AID 485346;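 active = inhibition of at least 50% at 8 µM in the primary screen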
GRIN3A LBD mod – modulators (binders) of human NR3A ligand-binding domain | NR3A LBD differential scanning fluorimetry, Tm shift; 0% = protein alone, 100% = glycine-bound protein | Tm shift relative to glycine control, % at 25 µM | 2.5% of 340,000 active | AID 1259313;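 active = melting temperature shift of at least 10% of the positive control shift, at one fixed dose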
TIM10 inh – growth inhibitors of TIM10 yeast strain; S. cerevisiae TIM10 strain growth, BacTiter-Glo luminescence, 24 h; inhibition, % at 10 µM; 1.4% of 330,000 active;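 active = inhibition of 40% or more at the single tested concentration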;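 also: wild-type TIM10 isogenic control strain grown at permissive 25 °C; 0% = DMSO yeast wells and 100% = minimal medium wells without yeast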
tim10-1 inh – tim10-1 yeast growth inhibition. 2.2% of 330,000 active. AID 463190. S. cerevisiae tim10-1 ts strain growth, BacTiter-Glo, 24 h. inhibition, % at 20 µM;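 active = inhibition of at least 40%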;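 also: mutant grown at 25 °C; 0% = DMSO wells with yeast and 100% = wells holding no yeast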
APJ ag – APJ receptor agonism. P35414. CHO-K1 APJ PathHunter beta-arrestin, luminescence; 0% DMSO wells, 100% apelin. activation, % at 20 µM. 0.11% of 330,000 active. AID 2520;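 active = activation more than six SD over the plate average, tested at 20 µM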;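 also: 0% = DMSO alone and 100% = apelin-13 at 10 nM; some results filed as inactive read as strong as hits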
Target sequence (P35414 whole entry, looked up): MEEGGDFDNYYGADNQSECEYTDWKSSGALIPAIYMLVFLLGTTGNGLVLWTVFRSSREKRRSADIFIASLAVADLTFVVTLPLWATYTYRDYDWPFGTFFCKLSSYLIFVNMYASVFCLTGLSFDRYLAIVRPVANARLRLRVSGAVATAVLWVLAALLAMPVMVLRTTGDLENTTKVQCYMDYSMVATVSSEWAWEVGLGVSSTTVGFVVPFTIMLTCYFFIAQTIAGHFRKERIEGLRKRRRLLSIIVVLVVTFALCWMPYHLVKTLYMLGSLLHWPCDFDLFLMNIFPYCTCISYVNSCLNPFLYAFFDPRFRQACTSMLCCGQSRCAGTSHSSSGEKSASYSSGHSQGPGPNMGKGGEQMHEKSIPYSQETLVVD
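assay system = CHO-K1 APJ beta-arrestin complementation cell line | input = cell density 1000 per well | dosing = compound 20 µM once, DMSO 1% | timing = compound 90 min 25 °C, reagent 1 h | measured by = luminescence from split beta-galactosidase complementation, Galacton Star/Emerald II substrate | read-out basis = APJ agonist activity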
XBP1 UPR activ – activators of adaptive arm of unfolded protein response (XBP1); activation, % at 20 µM; CHO-XBP1 luciferase reporter, IRE1-XBP1 UPR activation, luminescence; percent of tunicamycin response, DMSO as zero; AID 463104; 0.33% of 330,000 active;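 active = versus positive control, 20 µM dose yields 30% or more activation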;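 also: 100% = tunicamycin at 10 µg/mL and 0% = DMSO only wells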
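Material: CHO cell line with stable XBP1 luciferase reporter; schedule: 16-18 h cell attachment at 37 °C, then 6 h compound exposure; signal: glow luminescence from Steady-Glo reagent; medium: serum-containing F12 medium, 10% FBS; benchmarks: tunicamycin 10 µg/mL and vehicle-only wells; read-out: percent activation relative to tunicamycin reference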
CHOP UPR activ – activators of apoptotic arm of unfolded protein response (CHOP). CHO-CHOP luciferase reporter, UPR activation, luminescence; percent of tunicamycin response over DMSO baseline. activation, % at 10 µM. 0.34% of 330,000 active. AID 449763;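 active = at 10 µM dose, activation of 40% or more, normalized to positive control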;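 also: 100% = tunicamycin at 10 µg/mL and 0% = DMSO alone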
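Material: CHO-CHOP cells, stable luciferase reporter of PERK-eIF2a-CHOP signalling; quantity: 500 reporter cells seeded per well; buffer or medium: F12 medium containing 10% fetal bovine serum; compound: one dose, 10 µM in 0.5% DMSO; incubation: 6 h compound treatment, 37 °C; measured by: Steady-Glo luciferase luminescence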
NALP3 yeast inh – NALP3 inhibition in yeast. Yeast reconstituted NLRP3/ASC/caspase-1, beta-gal luminescence, 24 h. AID 2825. 0.39% of 330,000 active. inhibition, % at 10 µM;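 active = inhibition of 50% or more; inactive = inhibition below 50%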;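 also: plate controls were induced DMSO wells for no effect and uninduced yeast grown without galactose for full effect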
* = called active by the depositor; / = not tested or not shown. Hits appear at their usual frequency; any-hit rate near 8.2%.

SMILES | tim23-1 inh | Mdm2-MdmX inh | GRIN3A LBD mod | TIM10 inh | tim10-1 inh | APJ ag | XBP1 UPR activ | CHOP UPR activ | NALP3 yeast inh
CCCCCCn1c(N2CCN(c3ccccc3)CC2)nc2c1c(=O)[nH]c(=O)n2C | 23 | 28 | 1 | 17 | 16 | -2 | 5 | 0.5 | 13
O=C(Cn1ncc2c(=O)oc3ccccc3c21)NCCCN1CCCC1=O | 13 | 3 | 2 | 8 | 6 | -1 | 0 | 1.2 | 5
N#Cc1c(SCC(=O)Nc2nccs2)sc2c(O)cc(=O)[nH]c12 | -1 | -1 | 3 | -6 | -4 | 1 | 3 | 2.7 | 14
O=C(NCCN1CCOCC1)C1CCN(c2nc3ccccc3o2)CC1 | 5 | -1 | 0 | 2 | 13 | -3 | 2 | 0.3 | 0
CCN(C(=O)COC(=O)c1sccc1C)c1c(N)n(Cc2ccccc2)c(=O)[nH]c1=O | 15 | 14 | -1 | -4 | 11 | -3 | -3 | 1.5 | 14
CNC(=O)c1[nH]cnc1C(=O)N[C@@H](C)C(=O)OCc1ccccc1 | 14 | 34 | -1 | 19 | 16 | 6 | 0 | 1.4 | -4
CC1(C)CC(=O)C2=C(C1)OC1=C(C2)C(=O)CC(C)(C)C1 | 17 | -3 | -8 | 12 | 23 | 5 | -2 | 4.5 | 6
Cc1cc(=O)[nH]c(N/N=C/c2ccc(Cl)c([N+](=O)[O-])c2)n1 | -20 | -6 | 0 | -13 | -13 | -6 | 2 | 0.1 | 1
COc1ccccc1NC(=O)c1ccc(NC(=O)COC(=O)CC(NC(=O)c2ccccc2Cl)c2ccccc2)cc1 (centres undefined) | 0 | -7 | -31 | 3 | 16 | -2 | -2 | 0.2 | 13
COc1ccc(Oc2c(C)oc3c(CN4CCOCC4)c(O)ccc3c2=O)cc1 | 3 | 2 | 0 | 1 | -1 | -1 | 0 | -0.1 | 8
COc1cccc(C(=O)Nc2ccc(N3CCN(C(=O)c4cccs4)CC3)cc2)c1 | 37 | 61* | 0 | 25 | 19 | 0 | 1 | -0.1 | 34
CC(=O)N1CC[n+]2c(-c3ccc([N+](=O)[O-])cc3)csc21 | 15 | -31 | 3 | -9 | 2 | 3 | -4 | 0.3 | 13
CC(C)C(=O)NC(Nc1cc(C(F)(F)F)ccc1Cl)C(Cl)(Cl)Cl (centres undefined) | -1 | 29 | -4 | 10 | 21 | 2 | 1 | 0.6 | 9
CCN(CC)S(=O)(=O)c1ccc(OC)c(NC(=O)OCc2ccccc2)c1 | 32 | 11 | 1 | 4 | 20 | -2 | -1 | -1.6 | 23
COc1ccc(Cn2nnnc2C(c2cccs2)N2CCN(c3ccc([N+](=O)[O-])cc3)CC2)cc1 (centres undefined) | 12 | 24 | 0 | 13 | 18 | 0 | 2 | -0.2 | 8

The final two records of the section before open the next one.
SMILES | tim23-1 inh | Mdm2-MdmX inh | GRIN3A LBD mod | TIM10 inh | tim10-1 inh | APJ ag | XBP1 UPR activ | CHOP UPR activ | NALP3 yeast inh
CCN(CC)S(=O)(=O)c1ccc(OC)c(NC(=O)OCc2ccccc2)c1 | 32 | 11 | 1 | 4 | 20 | -2 | -1 | -1.6 | 23
COc1ccc(Cn2nnnc2C(c2cccs2)N2CCN(c3ccc([N+](=O)[O-])cc3)CC2)cc1 (centres undefined) | 12 | 24 | 0 | 13 | 18 | 0 | 2 | -0.2 | 8
CCOCCn1c(=NC(=O)c2cc(Cl)sc2Cl)sc2cc(S(N)(=O)=O)ccc21 | -8 | 31 | / | 7 | 16 | -1 | 1 | 0.9 | 8
Cc1ccc(NC(=O)CSCC(=O)NCc2ccco2)cc1 | -3 | -15 | / | -9 | -12 | 5 | 0 | 0.9 | 11
Cc1cc(C)c(C(=O)NC2CCCc3c2cnn3-c2cccc(C)c2C)o1 (centres undefined) | 31 | 78* | -1 | 26 | 34 | -8 | -3 | -1.2 | -10
O=C(Nc1ccc2c(c1)OCCO2)c1ccc2nccnc2c1 | 1 | -41 | -3 | 12 | -6 | 0 | -6 | -2.7 | 13
COc1ccc(C(=O)N2CCN(C(=O)Cc3ccccc3)CC2)cc1 | 4 | -2 | -2 | 5 | 9 | -3 | -1 | 0.2 | -9
COc1ccc(/C=C2\CCC(C3CCCC3)C2=O)cc1Cn1nc(C)cc1C (centres undefined) | 3 | 21 | -16 | 19 | 19 | 4 | -2 | 2.7 | 6
CCOC(=O)c1ccc(-n2c(C)nc3ccc(Br)cc3c2=O)cc1 | 21 | 13 | 0 | -1 | 14 | 6 | -3 | -0.1 | 13
O=C(Cc1ccccc1[N+](=O)[O-])Nc1ccccc1C(=O)N1CCCC1 | 16 | -22 | -3 | -9 | -2 | -1 | -4 | 5.3 | 1
C/C(=N/NC(=O)c1cnccn1)c1cccs1 | 8 | -61 | -2 | 1 | 2 | 1 | -1 | -0.8 | 12
O=C(Nc1cccc(C(=O)O)c1)/C(=C\c1ccccc1)NC(=O)c1cccc2ccccc12 | 21 | -1 | 1 | 12 | -5 | -2 | -3 | -0.5 | 8
CCOc1cccc(C(=O)NC(=S)Nc2ccc(N3CCN(CC)CC3)cc2)c1 | 15 | 0 | -2 | -22 | 15 | 3 | 3 | 3.5 | 24
COc1ccc(CCN(Cc2ccccn2)C(=S)Nc2ccc(C)cc2)cc1OC | 10 | 10 | 1 | 14 | 31 | -2 | -1 | -1.2 | 3
COc1ccc(NC(=O)CC2SC(=NCC3CCCO3)NC2=O)c([N+](=O)[O-])c1 (centres undefined) | -11 | 2 | 0 | -5 | -8 | -2 | -2 | -0.4 | 14
CC1(C)CC(NC(=O)C23CCC(C)(C(=O)C2)C3(C)C)CC(C)(C)N1 (centres undefined) | 3 | 29 | 0 | -11 | 2 | -2 | -2 | -2.2 | -4
COCCSc1ccccc1C(=O)N1CCN(Cc2ccccc2)CC1 | 17 | -12 | 0 | 6 | 17 | -4 | 0 | 1.5 | 14

Complete entries, quoted from the list. Order of screens: tim23-1 inh	Mdm2-MdmX inh	GRIN3A LBD mod	TIM10 inh	tim10-1 inh	APJ ag	XBP1 UPR activ	CHOP UPR activ	NALP3 yeast inh
COc1ccc(CCN(Cc2ccccn2)C(=S)Nc2ccc(C)cc2)cc1OC as listed: 10	10	1	14	31	-2	-1	-1.2	3
COCCSc1ccccc1C(=O)N1CCN(Cc2ccccc2)CC1 as listed: 17	-12	0	6	17	-4	0	1.5	14
COc1ccc(NC(=O)CC2SC(=NCC3CCCO3)NC2=O)c([N+](=O)[O-])c1 (centres undefined) as listed: -11	2	0	-5	-8	-2	-2	-0.4	14
CCOc1cccc(C(=O)NC(=S)Nc2ccc(N3CCN(CC)CC3)cc2)c1 as listed: 15	0	-2	-22	15	3	3	3.5	24

More structures
SMILES | tim23-1 inh | Mdm2-MdmX inh | GRIN3A LBD mod | TIM10 inh | tim10-1 inh | APJ ag | XBP1 UPR activ | CHOP UPR activ | NALP3 yeast inh
CCOc1cc(NC(=O)c2ccccc2C)c(OCC)cc1NC(=O)C1=Cc2ccccc2OC1 | 7 | 62* | 1 | 3 | -3 | -3 | 5 | -0.3 | 7
COc1ccc(/C=N/Nc2nc(=O)[nH]nc2C)cc1[N+](=O)[O-] | -15 | -4 | -2 | -7 | 8 | 0 | 5 | 4.0 | -11
CCN(CC)CCNC(=O)C1c2cc(OC)c(OC)cc2C(=O)N2CCc3ccccc3C12 (centres undefined) | 6 | -29 | 1 | -17 | 15 | -1 | -2 | 0.7 | -2
COC(=O)c1cc(OC)c(OC)cc1NC(=S)N1CCN(C)CC1 | 21 | -7 | -1 | 12 | 17 | -4 | 1 | 0.7 | -1
COCCNC(=O)NC(=O)COC(=O)C1(c2ccc(Cl)cc2)CC1 | 9 | -28 | -1 | 25 | 13 | 1 | -1 | 0.3 | 6
CCC(NC(=O)Nn1cnnc1)(C(F)(F)F)C(F)(F)F | 4 | 10 | -1 | -9 | 8 | -4 | 0 | 0.7 | -3
CCOc1cc(/C=N/NC(=O)CSc2nncn2C)ccc1OCC(N)=O | -4 | 25 | -1 | 2 | -8 | 1 | 1 | -0.4 | 22
CC(C)CN(C(=O)COC(=O)/C=C/c1cccs1)c1c(N)n(Cc2ccccc2)c(=O)[nH]c1=O | -4 | 18 | -2 | -5 | -14 | 2 | 0 | 0.6 | 3
Cc1cc(C(=O)N2CCN(C/C=C/c3ccccc3)CC2)cs1 | 21 | 24 | -1 | 11 | 22 | -5 | 1 | 0.4 | 28
COc1ccc(-c2cc(=O)oc3cc(OC(C)C(=O)Nc4ccc(CN5CCOCC5)cc4)ccc23)cc1 (centres undefined) | 14 | 18 | -2 | 14 | 18 | -11 | 3 | 4.4 | 11
CSc1ncc(CN2CCc3c([nH]c4ccccc34)C2C(C)(C)C)cn1 (centres undefined) | 27 | 10 | -101 | 17 | 21 | -6 | 2 | -2.4 | 2
Cc1cc(C)c(C)c(S(=O)(=O)NCC(=O)NCc2ccco2)c1C | 4 | 8 | -6 | -5 | 4 | -1 | 1 | 1.4 | 10
O=C(N/N=C/C1=C(N2CCOCC2)C(=C\c2ccccc2)/CC1)Nc1ccccc1 | 5 | 48 | 2 | 2 | 21 | 1 | 17 | 28 | 10
Cn1c2ccccc2c2nnc(SCc3nnc(-c4ccccc4)o3)nc21 | -12 | 24 | / | 4 | 16 | -1 | 0 | 0.7 | 16
O=C(COC(=O)CCc1nc2ccccc2c(=O)[nH]1)Nc1ccccc1Cl | 5 | -12 | 0 | -12 | -5 | -6 | -3 | 1.9 | -2
Cc1c(NC(=O)CCC(=O)N2CCCCC2)c(=O)n(-c2ccccc2)n1C | -13 | 6 | 1 | 7 | 11 | -1 | 2 | -1.9 | 12
Cc1cc(C)n(CC(=O)N/N=C/c2ccccn2)n1 | 7 | 19 | 0 | -13 | 2 | 0 | -1 | 2.6 | 2
O=c1[nH]ncc(N2CCCC2)c1Cl | 6 | 6 | -4 | -2 | -7 | -2 | 0 | -1.6 | -1
Cc1ccc(CC(=O)N2CCN(C(=O)c3ccco3)CC2)cc1 | 14 | 16 | -4 | -1 | 9 | -3 | 0 | -1.7 | 5
CC(C)(C)c1ccc(S(=O)(=O)N2CCNC(=O)C2)cc1 | 10 | 24 | 0 | -2 | -3 | -2 | -1 | 1.8 | 18
CC(C)(C)NC(=O)c1ccc2c(c1)N(CC(=O)N1CCCC1)C(=O)C(C)(C)O2 | 4 | 19 | 1 | -6 | -6 | 5 | -6 | 1.4 | 17
Cc1ccc(CNC(=O)C2CCN(S(=O)(=O)c3c(C)noc3/C=C/c3ccco3)CC2)cc1 | 9 | 34 | -6 | 4 | 0 | -4 | -2 | 0.2 | 18
Cc1ccc(CN2C(=O)C[C@@H](NC(=O)OCC3c4ccccc4-c4ccccc43)C/C=C\C2c2ccc(C)cc2)cc1 (some centres undefined) | 43 | 16 | -8 | 16 | 21 | / | 2 | 1.0 | /
O=C(NC1CC2CCCC(C1)N2Cc1ccc(F)cc1)c1ccc(F)cc1 (centres undefined) | -5 | 4 | -6 | -18 | -16 | -1 | -3 | -0.5 | 17
